# NPR1 activator: GC-A (human) enzyme activation; P16066; HEK293 GC-A cells, cGMP TR-FRET, EC30 ANP; 0% at EC30 ANP, 100% saturating ANP; activation, % at 10 µM; actives 0.14% (n = 370,000); AID 1671463; in the data active = activation above about 40%
# proKLK7 act: activates the human kallikrein-7 zymogen | actives 0.9% (n = 370,000) | activation, % at 7 µM | purified proKLK7, EDANS-DABCYL substrate fluorescence; 100% is mature enzyme control, 0% vehicle | AID 652039 | P49862;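 active = activation above the mean of all tested compounds plus 3 SD, computed per campaign excluding outliers beyond control limits, cut at about 13% in these data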
# Target sequence (P49862 whole entry, looked up): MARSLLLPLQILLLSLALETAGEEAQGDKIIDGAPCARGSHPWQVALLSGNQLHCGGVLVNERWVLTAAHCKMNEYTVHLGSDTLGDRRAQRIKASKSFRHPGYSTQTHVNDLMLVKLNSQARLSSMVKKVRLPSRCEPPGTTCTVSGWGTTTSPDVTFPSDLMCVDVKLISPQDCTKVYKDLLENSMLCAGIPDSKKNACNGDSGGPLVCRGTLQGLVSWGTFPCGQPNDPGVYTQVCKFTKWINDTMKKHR
# SMARCA2 activ: SMARCA2 function activation, primary screen; MG213 cells, MMTV-luciferase reporter, dexamethasone, overnight; activation, % at 9.1 µM; actives 1% (n = 370,000); in the data active = activation above about 7.8%;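 note: 0% = vehicle wells and 100% = reference activator wells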
# FXN GAA850 act: frataxin GAA850 promoter activation | HEK293 lucGAA850 FXN promoter luciferase reporter, 24 h; percent of 10 µM SAHA response | activation, % at 6 µM | actives 0.56% (n = 360,000) | AID 540364;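 active = activation above the average of all compounds screened plus 3 SD, cutoff fixed separately per campaign, cut at about 7.5% in these data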;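 note: 0% = DMSO wells and 100% = 10 µM SAHA wells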
# DAX1 inh-1: blocks DAX1 repression of SF-1 activated StAR promoter; actives 1.1% (n = 370,000); HEK293T StAR-luciferase reporter, SF-1/DAX-1 repression relief; inhibition, % at 6.8 µM; AID 652010;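 active = inhibition above the mean over all tested compounds plus 3 SD, cut at about 3.6% in these data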;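 note: 0% = DAX-1 cells with DMSO and 100% = cells lacking DAX-1 with DMSO; higher inhibition means more luminescence from relief of DAX-1 repression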
# hcDAF-12 act: activates DAF-12 receptor from parasite H. contortus | HEK293 hcDAF-12 lit1-tk-luc reporter, luminescence; 0% DMSO, 100% Δ7-dafachronic acid | activation, % at 6.8 µM | actives 1.4% (n = 370,000) | AID 652067;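 active = activation above the mean of all tested compounds plus 3 SD, cut at about 5.5% in these data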;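 note: 100% = response to 3 µM Δ7-dafachronic acid high control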
# ssDAF-12 act: S. stercoralis DAF-12 activation, primary screen; HEK293 ssDAF-12/GRIP1 lit1-tk-luc reporter, luminescence; % of 3 µM dafachronic acid response; activation, % at 6.8 µM; actives 1% (n = 370,000);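 active = activation above the mean over all tested compounds plus 3 SD, cut at about 0.9% in these data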;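 note: 0% = DMSO-only wells and 100% = 3 µM delta7-dafachronic acid wells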
# GC-B act: GC-B (human) receptor activation; P20594; HEK293-GC-B cells, CNP EC30, cGMP TR-FRET; 0% at EC30 CNP, 100% saturating CNP; activation, % at 10 µM; actives 0.11% (n = 370,000); AID 1920062;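 active = activation at 10 µM reaching about 35% in either raw or pattern-adjusted values, limit read from the data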
# hgDAF12 agonist: activates the H. glycines DAF-12 receptor ligand-binding domain | activation, % at 6.8 µM | HEK293 GAL4-hgDAF12 UAS-luciferase reporter, agonist luminescence; normalized to butyrate control | actives 1.8% (n = 370,000);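 active = activation above a cutoff set at the mean of all screened compounds plus 3 SD, cut at about 10% in these data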;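 note: 0% = DMSO wells and 100% = sodium butyrate wells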
# HGIII-sPLA2 inh: Blocks human group III sPLA2 activity | inhibition, % at 12.2 µM | QFRET BODIPY PC-A2 liposome hydrolysis, fluorescence | actives 0.56% (n = 370,000);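 active = inhibition above mean plus 3 SD of compounds lying within the high and low control bounds, cut at about 19% in these data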;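 note: 0% = median of test compound wells and 100% = no enzyme DMSO wells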
# Target sequence (Q9NZ20 whole entry, looked up): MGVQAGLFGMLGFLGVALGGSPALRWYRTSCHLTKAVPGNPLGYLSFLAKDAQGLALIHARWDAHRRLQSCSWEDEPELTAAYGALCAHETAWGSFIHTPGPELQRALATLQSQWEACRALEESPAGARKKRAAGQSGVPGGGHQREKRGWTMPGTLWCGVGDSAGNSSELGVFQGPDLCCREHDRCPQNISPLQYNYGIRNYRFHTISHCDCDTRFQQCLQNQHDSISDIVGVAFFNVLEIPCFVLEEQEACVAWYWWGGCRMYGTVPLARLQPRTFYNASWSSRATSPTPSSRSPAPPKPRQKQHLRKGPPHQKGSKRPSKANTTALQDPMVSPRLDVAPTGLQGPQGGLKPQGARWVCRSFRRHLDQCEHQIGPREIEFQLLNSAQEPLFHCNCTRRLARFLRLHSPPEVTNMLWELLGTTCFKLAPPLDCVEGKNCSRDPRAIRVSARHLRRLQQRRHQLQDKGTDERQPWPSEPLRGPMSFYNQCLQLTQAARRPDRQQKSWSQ
# DAX1 inh-2: NR0B1 (DAX1) inhibition. HEK293 Gal4-DAX1 luciferase reporter, luminescence. inhibition, % at 6.75 µM. actives 0.99% (n = 340,000). AID 504766;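 active = inhibition above the mean over all tested compounds plus 3 SD, cut at about 4.2% in these data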;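 note: 0% = DAX1-transfected cells with DMSO and 100% = empty-vector control cells with DMSO; inhibition shows as a rise in luminescence from relieved DAX1 repression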
# Target sequence (P51843 207-470 limits assumed): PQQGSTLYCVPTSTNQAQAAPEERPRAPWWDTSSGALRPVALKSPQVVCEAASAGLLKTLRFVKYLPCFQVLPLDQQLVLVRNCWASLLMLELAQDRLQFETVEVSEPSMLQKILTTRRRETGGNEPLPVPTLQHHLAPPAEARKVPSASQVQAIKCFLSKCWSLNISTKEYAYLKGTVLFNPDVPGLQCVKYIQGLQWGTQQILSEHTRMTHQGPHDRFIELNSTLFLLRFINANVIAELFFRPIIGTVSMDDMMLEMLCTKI
# An asterisk follows results filed as active; x = not tested or not shown.
SMILES,NPR1 activator,proKLK7 act,SMARCA2 activ,FXN GAA850 act,DAX1 inh-1,hcDAF-12 act,ssDAF-12 act,GC-B act,hgDAF12 agonist,HGIII-sPLA2 inh,DAX1 inh-2
Cc1cc(C(=O)NNc2cc(Cl)ccc2Cl)no1,0,0.3,0,0.6,0.2,0.0,-1.5,2,-0.8,8,0.0
CCCCc1sc(-c2c(C#N)c(N)nc3c2CCCCC3)cc1[N+](=O)[O-],-2,-0.3,-2,4.5,0.5,-0.3,-1.2,12,1.5,-4,-1.6
CCc1ccc(NC(=O)CCc2ccc(C)o2)cc1,2,0.5,-1,1.1,0.1,-1.5,-0.3,-4,1.1,-24,0.5
COc1ccc2cc(S(=O)(=O)NCCCN3CCOCC3)ccc2c1,0,0.5,-4,0.6,-0.7,-2.0,-0.8,4,-1.9,-6,1.8
COc1ccc(-c2oc3c(c2C(=O)OCCCO)C(OCCO)CCC3)cc1 (stereo not given),2,1.4,7,x,1.9,-0.4,-1.1,-4,2.7,8,x
COc1cc(C)ccc1OCc1cc(C(=O)NC2CCOCC2)no1,-3,-0.1,2,3.0,0.9,2.9,0.3,1,5.8,-7,2.0
CC(C)(C)C(=O)N1CCC2CC1c1cc(Cl)ccc12 (stereo not given),0,-0.9,-4,-2.1,-2.1,4.9,0.1,-2,1.4,3,0.0
Cc1cc(=O)[nH]c(N/N=C/c2c[nH]c3ccccc23)n1,-7,0.1,0,2.0,0.7,7.2*,-0.3,0,3.8,-1,0.9
CCCc1c(O)nc(SCC(=O)NCCc2ccc(OC)c(OC)c2)[nH]c1=O,-3,0.2,1,-0.5,-1.5,3.4,-0.2,7,3.4,-1,0.2
COC(=O)COc1cccc(NS(=O)(=O)c2cccc([N+](=O)[O-])c2)c1,2,0.1,-1,3.6,-0.1,-0.9,-1.5,-2,-2.3,-7,0.6
Cn1c(=O)oc2cc(S(=O)(=O)Nc3ccc(C(=O)O)cc3)ccc21,0,0.5,1,2.1,0.5,-0.3,-0.6,-3,1.9,1,0.4
COc1ccc(C)cc1-n1nnnc1SCC(=O)NC1CC1,0,0.2,-2,0.5,-1.5,-0.1,-1.1,3,0.7,-1,0.7
O=C(O)CCC(=O)N1CCN(c2nc(-c3ccccc3Cl)c3cc(Br)ccc3n2)CC1,5,-1.3,1,3.0,0.0,0.6,-0.4,6,-0.7,0,0.3
COc1ccc(NC(=O)C2CCCCN2N)cc1OCC(C)C (stereo not given),4,-0.5,2,-2.3,-0.1,-2.8,-0.3,-2,4.3,-6,-0.3
CSCCC(NC(=O)c1ccccc1Cl)C(=O)NNC(=O)c1csc(N2CCOCC2)n1 (stereo not given),-6,1.1,-1,-1.0,0.2,0.6,-0.6,-2,0.3,7,1.9
CC(=O)Nc1nnc(SCC(=O)Nc2ccc(N3CCOCC3)c(Cl)c2)s1,0,0.0,2,0.0,0.0,-0.1,-1.6,-5,-1.0,4,2.6
CC(C)Oc1ccc(CNC(=O)Oc2ccccc2)cc1,4,-0.1,1,1.3,-0.5,-1.2,-0.5,7,0.5,-1,2.1
Cc1ccccc1NCc1ccc([N+](=O)[O-])s1,-3,-0.3,1,0.1,-1.0,-1.3,-1.6,-10,-0.6,0,0.5
CC1=CC(C)(C)N(C(=O)CCl)c2ccccc21,0,0.2,0,-2.5,-1.1,0.3,-1.4,3,0.8,3,-0.2
C=CCn1c(N)cc(=O)nc1SCC(=O)Nc1cccc2ccccc12,1,-0.1,-4,-1.3,0.0,-1.4,-0.8,5,-0.2,-4,2.2

# Quoted from the listing.
# `Cn1c(=O)oc2cc(S(=O)(=O)Nc3ccc(C(=O)O)cc3)ccc21` @ FXN GAA850 act: 2.1
# `CC1=CC(C)(C)N(C(=O)CCl)c2ccccc21` @ hcDAF-12 act: 0.3

# Next records follow:
SMILES,NPR1 activator,proKLK7 act,SMARCA2 activ,FXN GAA850 act,DAX1 inh-1,hcDAF-12 act,ssDAF-12 act,GC-B act,hgDAF12 agonist,HGIII-sPLA2 inh,DAX1 inh-2
CN1CCN(C(=O)C2=C[C@@H](C3CC3)C[C@@H](OCc3ccc(CO)cc3)O2)CC1,2,0.1,1,-0.2,0.8,-0.5,-0.6,-2,0.6,2,0.6
O=C(Nc1ccc(F)cc1)c1ccc2[nH]c(=O)c(=O)[nH]c2c1,4,-0.1,8.5*,-0.3,-0.1,-0.1,-0.8,-6,0.5,-2,0.5
COc1ccc(CC(=O)N2CCOCC2)cc1OC,-6,-0.1,-1,4.9,0.1,0.4,-0.9,4,0.0,3,2.8
CCN(CC)C(=O)Cn1cc(S(=O)(=O)CC(=O)Nc2ccc(OC)c(OC)c2)c2ccccc21,1,0.0,2,-1.6,0.5,-0.8,-1.1,4,1.8,3,1.3
C(=C\c1ccccc1)/CSc1nnc(-c2cccnc2)n1Cc1ccco1,-9,0.4,-2,-0.3,0.4,-1.2,-2.0,-10,-0.8,-9,0.0
O=C(CSc1ccccc1)Nc1ccc(N2CCOCC2)cc1,0,-0.6,5,-0.2,-0.9,1.0,-1.2,2,7.8,2,-0.1
O=C(Nc1ccc(NC(=O)c2ccncc2)cc1)c1ccncc1,3,0.0,-2,x,-0.4,-1.0,-1.0,-1,1.2,1,x
O=C(O)C1CCCN1C(=O)C1CCN(S(=O)(=O)c2cccc(C(F)(F)F)c2)CC1 (stereo not given),2,-0.1,2,0.9,-0.8,-0.7,-0.4,3,1.6,-2,0.0
CCN=c1scc(-c2ccc(F)cc2)n1/N=C/c1ccccn1,-3,0.0,-3,8.8*,6.8*,1.9,-1.7,-2,21*,-6,1.8
CCNCCNC(=O)c1c(O)c2ccccc2n(CC)c1=O,0,-0.2,1,-1.3,1.1,1.8,-1.2,2,0.4,0,1.7
COc1ccc(CCN2C(=NC(=O)CC(C)C)SC3CS(=O)(=O)CC32)cc1 (stereo not given),7,0.2,-2,0.2,-0.9,-1.0,-0.1,-1,1.9,-4,1.0
COc1ccc(CCC(=O)N2CCN(S(=O)(=O)c3ccc(OC(F)(F)F)cc3)CC2)cc1,1,0.0,-4,0.1,0.1,-1.8,-1.3,0,-1.7,0,0.7
O=S(=O)(c1ccc(OCC(O)CN2CCN(c3ccccc3O)CC2)cc1)N1CCOCC1 (stereo not given),0,0.5,-3,-3.0,-0.1,-2.4,-1.8,-2,2.0,-5,-1.0
Cc1ccccc1N1CCN(C2CCCN(C(=O)c3cn4cccc(C)c4n3)C2)CC1 (stereo not given),0,1.2,0,-3.1,-5.9,-3.2,-1.9,2,-5.2,-1,-1.3
CN(CCNC(=O)C1CCN(c2ncnc3c2nc2n3CCCCC2)CC1)Cc1ccccc1,-2,0.1,-2,-2.6,-1.0,-0.5,-1.3,0,2.4,-11,-0.2
O=C1Nc2ccccc2/C1=C/c1cccnc1,-3,0.3,2,0.6,-1.1,-1.8,-1.9,-8,9.1,-4,-0.7
CCCCC(O)(CCCC)C(=O)NNc1ccccc1,-1,0.6,1,2.0,-1.0,-1.1,-1.3,5,4.1,-2,-0.6
O=C(COC(=O)/C=C/c1ccccc1Cl)NCCc1ccc(Cl)cc1Cl,2,0.7,-4,0.9,0.0,1.5,-0.8,-1,4.5,-4,-0.4
CCOC(=O)C1CCN(c2c(NCCN3CCN(c4ccccc4)CC3)c(=O)c2=O)CC1,3,0.7,2,0.9,0.7,-0.1,-1.1,-1,0.1,4,-0.7
CCOC(=O)C(=NC(C)CC)NNc1cccc(C(F)(F)F)c1 (stereo not given),0,17*,-2,0.1,0.3,-1.0,-1.2,-10,-1.1,24*,-0.1
CCC(=O)Nc1cccc(NC(=O)CSc2nnc(-c3ccc(NS(C)(=O)=O)cc3)n2C)c1,-1,-0.5,3,1.5,0.5,-0.9,-1.3,1,0.0,3,0.2
CC(=O)c1ccc(N2CCN(S(=O)(=O)c3ccc4c(c3)CC(=O)N4C)CC2)cc1,-5,0.0,-3,3.0,-2.1,1.9,-1.2,1,1.2,-18,0.3
COc1ccc(C(=O)COC(=O)C2CCN(c3ccc(C(F)(F)F)cn3)CC2)c(OC)c1,-1,0.1,-2,1.7,0.9,-1.4,-1.2,-6,-2.5,-1,2.9
CCCCNC(=O)c1ccc2c(c1)N(CC)C(=O)c1ccccc1S2(=O)=O,-2,-0.1,-4,1.4,-0.2,-0.7,-1.3,3,-2.3,8,0.5
CC1(C)CC(=O)C(Br)=C(O)C1,-2,-0.7,2,-0.5,0.5,-0.9,-0.9,0,0.8,2,0.5
OC(c1cccs1)(c1cccs1)C1C[N+]2(CF)CCC1CC2 (stereo not given),2,0.2,-1,1.1,0.0,5.8*,-0.9,4,0.3,7,0.6
CCOc1ccc(C(=O)Nc2ccc(Cl)cn2)cc1Cl,7,0.6,4,4.8,2.9,1.4,-0.1,-9,13*,-1,1.6
COC(=O)[C@@H]1C[C@@]2(O)[C@H](O)[C@H](O)[C@H](O)C[C@H]2N1CC(c1ccccc1)c1ccccc1,-2,0.2,0,-0.6,-0.2,-1.4,-0.9,-8,1.8,6,-0.5
O=C(COC(=O)c1ccc(Cl)nc1)Nc1cc(S(=O)(=O)N2CCCCC2)ccc1Cl,-2,-0.1,-2,-1.0,-0.1,-2.7,-1.3,3,-0.8,-12,-0.6
CC(=O)Nc1ccc(C(=O)OCCC(C)C)cc1,5,-0.1,8.9*,-1.6,0.2,0.1,-1.4,-4,3.6,-5,0.6
CN(C)CCN(C(=O)c1cccc(N2C(=O)CCC2=O)c1)c1nc2ccc(Br)cc2s1,2,-0.3,6,4.6,1.8,0.3,-0.7,-3,3.1,2,1.2
COc1cccc(NS(=O)(=O)c2cc3[nH]c(=O)c(=O)[nH]c3cc2C)c1,0,0.7,0,-0.5,-0.5,-0.4,-0.4,0,-0.5,-13,-0.1
O=C(c1cc(F)c(F)cc1Cl)N1CCN(S(=O)(=O)c2cccs2)CC1,1,0.2,-2,-0.6,-1.4,-1.4,-1.0,-1,-3.5,13,2.3
c1ccc(CN(Cc2ccccc2)Cc2nnc(-c3cc4ccccc4[nH]3)s2)cc1,-1,-0.5,2,-0.6,1.8,1.1,-0.2,11,-0.2,4,-0.9
COc1ccc2c(c1)[nH]c1c(N3CCSCC3)ncnc12,9,0.5,-9,-1.1,-0.9,-4.1,-2.4,0,-5.5,16,-3.0
Cc1c(Br)c(C(=O)NNC(=O)c2ccc(C(C)(C)C)cc2)nn1C,5,0.3,-1,2.6,0.6,-0.4,-1.3,-7,3.8,-2,-1.3
Cc1cccn2c(=O)c3cc(C(=O)NCCc4ccccc4)sc3nc12,-8,2.2,-1,-1.1,0.4,4.8,1.0*,-6,0.4,5,1.3
COC(=O)CNC(=O)C(Cc1ccccc1)NS(=O)(=O)c1ccc2c(c1)c(=O)n(C)c(=O)n2C (stereo not given),1,-0.5,2,1.5,0.7,0.1,-1.0,4,-0.6,5,0.6
CCOC(=O)C1=C(C)NC(C)=C(C(=O)OCC)C1C(=O)OCC(N)=O,-3,3.6,-1,-0.2,0.0,-1.2,-1.9,2,2.0,0,0.4

# High-throughput results as filed in PubChem.
